Bioassay records from PubChem.
H9c2 protect = protects H9c2 cardiomyocytes from peroxide injury; H2O2 injury protection, ATPLite, 2 h; protection from H2O2 cell death, % at 20 µM; hit rate 0.63% among 360,000; AID 588492;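 active means compounds giving at least 50% protection of heart cells from peroxide-induced death in the single-dose screen, raw or plate-pattern-corrected value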;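 further: 0% = DMSO wells with peroxide and 100% = DMSO wells without peroxide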
MC4R antagonist = blocks human MC4R cAMP signaling; AID 540295; MC4R-expressing cells, MTII-stimulated cAMP, LANCE TR-FRET; inhibition, % at 6.5 µM; hit rate 0.48% among 360,000;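 active means inhibition above its plate's cutoff, the mean of tested wells on that plate plus 3 SD, cut at about 29% in these data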;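 further: 0% = Melanotan II alone and 100% = Melanotan II plus saturating MCL0020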
Target sequence (P32245 whole entry, looked up): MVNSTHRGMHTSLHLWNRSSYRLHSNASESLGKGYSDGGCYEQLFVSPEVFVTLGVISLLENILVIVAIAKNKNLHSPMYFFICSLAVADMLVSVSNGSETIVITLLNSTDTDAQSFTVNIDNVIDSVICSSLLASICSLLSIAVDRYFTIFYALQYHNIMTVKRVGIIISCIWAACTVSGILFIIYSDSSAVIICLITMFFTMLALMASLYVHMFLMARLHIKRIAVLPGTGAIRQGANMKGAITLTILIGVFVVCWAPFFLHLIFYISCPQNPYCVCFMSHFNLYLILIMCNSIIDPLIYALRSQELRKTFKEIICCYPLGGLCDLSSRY
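material = U2OS cells stably expressing human melanocortin 4 receptor (MC4R) | also added = Melanotan II challenge | dosing = single nominal compound dose of 6.5 µM | detection = TR-FRET with Eu-cAMP and labeled anti-cAMP, 671 nm | replication = singlicate | timing = compound 30 min, challenge 1 h, detection 1 h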
Granule exo inh = blocks lytic granule exocytosis. TALL-104 LAMP-1 surface exposure, flow cytometry; cells stimulated with thapsigargin and PMA. inhibition, % at 10 µM. hit rate 0.66% among 360,000. AID 651702;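 active means inhibition above about 55%, limit read from the data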
HTR2A ag = activates the mouse 5-HT2A serotonin receptor | activation, % at 7.6 µM | AID 624169 | CHO-K1 mHTR2A beta-arrestin complementation, luminescence; percent of 30 µM serotonin response | hit rate 0.66% among 360,000;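 active means activation above a run cutoff, the mean activation of all tested compounds plus 3 SD, cut at about 14% in these data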;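 further: 0% = plate median of compound wells and 100% = 30 µM serotonin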
Target sequence (P35363 whole entry, looked up): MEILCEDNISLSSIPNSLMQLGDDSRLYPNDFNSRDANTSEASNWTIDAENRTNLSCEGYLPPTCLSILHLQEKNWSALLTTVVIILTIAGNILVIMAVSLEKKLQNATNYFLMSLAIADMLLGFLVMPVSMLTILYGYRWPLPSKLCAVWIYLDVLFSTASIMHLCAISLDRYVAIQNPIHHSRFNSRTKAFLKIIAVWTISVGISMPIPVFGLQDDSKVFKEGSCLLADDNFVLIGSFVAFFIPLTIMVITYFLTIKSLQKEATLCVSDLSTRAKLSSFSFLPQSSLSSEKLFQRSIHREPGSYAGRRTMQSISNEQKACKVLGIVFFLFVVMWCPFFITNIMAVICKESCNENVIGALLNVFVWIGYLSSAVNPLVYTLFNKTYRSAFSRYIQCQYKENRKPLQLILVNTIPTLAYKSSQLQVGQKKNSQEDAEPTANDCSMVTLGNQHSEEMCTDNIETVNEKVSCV
CaV13 FRET inh = Disruptors of the CACNA1D IQ motif to Ca2+-dependent inactivation inhibitor domain association, primary screening, Förster resonance energy transfer in intact living …; HEK cells, CFP/YFP FRET ICDI-IQ, plate reader, 10 min; percent FRET-ratio fall versus neutral wells; inhibition, % at 12.3 µM; hit rate 0.098% among 340,000;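 active means mean replicate inhibition of at least 30% and at least 1% of replicates passing that level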;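 further: 0% = median of the neutral control wells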
ABHD5 PLIN5 PPI = ABHD5-PLIN5 protein interaction inhibition; Split G. princeps luciferase complementation, luminescence, 4 h; Q00G26+Q8WTS1; inhibition, % at 4 µM; hit rate 0.78% among 360,000;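 active means inhibition above the mean inhibition across every tested compound plus 3 SD, cut at about 22% in these data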;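 further: 0% = DMSO only wells and the 100% control is not disclosed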
Glyco luc inh = blocks N-linked glycosylation in D54 reporter cells; reporter increase, % at 12.5 µM; AID 588692; D54 ERlucT glycosylation luciferase reporter, 24 h; percent of 100 nM tunicamycin response; hit rate 0.23% among 360,000;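 active means mean luciferase reporter signal, scaled so untreated is 0 and the glycosylation-blocking control 100, at or above a set limit in every replicate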;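 further: luciferase carries N-glycosylation sites so blocking glycosylation raises the light; 0% = median of neutral control wells and 100% = median of 100 nM tunicamycin wells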
MC4R barr agon = agonists of human melanocortin 4 receptor (MC4R) beta-arrestin | U2OS MC4R beta-arrestin complementation, luminescence; percent of melanotan II response, DMSO zero | P32245 | activation, % at 8.9 µM | hit rate 0.98% among 360,000;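 active means activation above a per-plate cutoff, the mean activation of sample wells on that plate plus 3 SD, cut at about 8% in these data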
PDI inh = PDI (human) enzyme inhibition. P07237. PDI insulin aggregation turbidity, A650, 90 min. inhibition, % at 10 µM. hit rate 0.052% among 350,000. AID 588391;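 active means mean inhibition across replicates of 30% or more, whatever share of single replicates reach that level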;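 further: absorbance from insulin aggregation driven by PDI reduction with DTT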
ABCB6 inh MLPCN = inhibitors of human ABC transporter ABCB6 | K562-ABCB6 porphyrin accumulation, flow cytometry, 1 h; active compounds read low | fluorescence ratio to DMSO, % at 10 µM | hit rate 0.19% among 360,000 | AID 602162 | Q9NP58;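 active means fluorescence ratio to DMSO below 75%, the collection mean minus 3 SD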;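 further: signal is porphyrin accumulated inside mitochondria; 100% equals median channel fluorescence of DMSO control wells; lower ratio means ABCB6 inhibition with less porphyrin fluorescence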
* hit, by the source's call; nt = not tested or not shown; & = joins results of further samples.

nr	Molecule	H9c2 protect	MC4R antagonist	Granule exo inh	HTR2A ag	CaV13 FRET inh	ABHD5 PLIN5 PPI	Glyco luc inh	MC4R barr agon	PDI inh	ABCB6 inh MLPCN
1	CCOc1ccc(C(=O)CCC(=O)NCC(=O)Nc2ccc(F)c(F)c2F)cc1	-3	6	0	3	-9	-3	0	2.3	0	100
2	O=C(/C=C/c1ccco1)Nc1sc2c(c1C(=O)O)CCC2	-5	-1	3	4	-6	11	4	0.2	-3	109
3	Clc1ccccc1-c1nc2ccccc2[nH]1	-9	0	-8	-5	-4	9	-2	-0.7	-3	97
4	CCOC(=O)N1CCN(C(=O)c2cccn3c(=O)c4cc(Br)ccc4nc23)CC1	12	1	2	3	-19	0	1	-1.9	5	103
5	CCOc1ccc(S(=O)(=O)Nc2ccccc2C(=O)N2CCCC2)cc1	6	2	-2	-2	-5	5	1	-1.8	-4	102
6	CC1CN(S(=O)(=O)c2cccc(C(=O)NCC3COc4ccccc4O3)c2)CC(C)O1 (centres undefined)	-2	5	12	-3	-3	-3	-3	1.2	-7	91
7	Cc1nc(C(=O)Nc2ccccc2)sc1C1(C)CC(c2cccnc2)=NO1 (centres undefined)	6	0	-4	3	3	10	0	-1.2	-4	90
8	COC(=O)[C@]1(CC(C)C)N[C@H](c2ccc(-c3ccc(F)cc3)cc2)[C@@H]2C(=O)N(C)C(=O)[C@@H]21	2	3	-3	-3	-9	0	1	1.2	-4	100
9	CN(C)/C=N/c1nc2nccc(-c3cccnc3)n2n1	-1	7	4	-2	-3	3	0	-0.1	6	100
10	COc1ccc(-c2c3c(=O)n(C)c(=O)n(C)c3cn2NC(C)=O)cc1	14	21	2	1	-5	-3	4	0.5	-3	95
11	Cc1cccc(OCC(=O)O/N=C(\N)Cc2ccc(Cl)cc2)c1	3	3	4	4	-1	-1	-3	-0.2	-6	94
12	Nc1nnc(SCc2ccccc2Cl)s1	-7	1	2	3	nt	4	0	-0.8	0	93
13	COc1ccc2c(c1)C1CC(C)(NC(=O)C1S(=O)(=O)c1ccc(F)cc1)O2 (centres undefined)	10	6	-2	3	-6	-4	1	1.2	3	97
14	Oc1ccc2ccccc2c1/C=N/Nc1ccccc1	1	-1	7	-4	-7	-9	6	2.6	-5	108
15	Cc1ccc(C(C)C)cc1OCCCCN1CCCC1	4	3	-1	-4	-8	4	-2	-1.1	-3	98
16	COc1ccc(-c2csc(N3CCN(S(=O)(=O)c4ccc5c(c4)NC(=O)CO5)CC3)n2)cc1	-8	3	4	2	-2	1	-1	-2.7	10	93
17	COc1ccc(C/C(N)=N/OC(=O)C(c2ccccc2)c2ccccc2)cc1OC	-4	-1	9	0	nt	-4	11	0.9	12	95
18	CCCOc1ccc(/C=C/C(=O)Nc2ccc([N+](=O)[O-])cc2C)cc1OC	-3	7	-3	4	-8	-5	3	12*	5	88
19	CCc1nnc(NC(=O)COc2ccc3ccccc3c2)s1	-1	13	3	-5	-3	-4	2	1.9	0	97
20	COC(=O)c1ccccc1NC(=O)CN1CCC(C(=O)c2ccc3c(c2)OCCO3)CC1	-4	-2	5	-1	-7	5	-6	-0.1	11	92

Rewritten field by field: two of the compounds above
[13] COc1ccc2c(c1)C1CC(C)(NC(=O)C1S(=O)(=O)c1ccc(F)cc1)O2 (centres undefined)
- H9c2 protect: 10
- MC4R antagonist: 6
- Granule exo inh: -2
- HTR2A ag: 3
- CaV13 FRET inh: -6
- ABHD5 PLIN5 PPI: -4
- Glyco luc inh: 1
- MC4R barr agon: 1.2
- PDI inh: 3
- ABCB6 inh MLPCN: 97

[14] Oc1ccc2ccccc2c1/C=N/Nc1ccccc1
- H9c2 protect: 1
- MC4R antagonist: -1
- Granule exo inh: 7
- HTR2A ag: -4
- CaV13 FRET inh: -7
- ABHD5 PLIN5 PPI: -9
- Glyco luc inh: 6
- MC4R barr agon: 2.6
- PDI inh: -5
- ABCB6 inh MLPCN: 108

(list continues)
nr	Molecule	H9c2 protect	MC4R antagonist	Granule exo inh	HTR2A ag	CaV13 FRET inh	ABHD5 PLIN5 PPI	Glyco luc inh	MC4R barr agon	PDI inh	ABCB6 inh MLPCN
21	CC(C)(C)CC(C)(C)NC(=O)/C=C/C(=O)O	0	13	1	3	-5	10	1	-0.8	-2	99
22	Cc1nn(Cc2ccc(F)cc2)c(C)c1NC(=O)c1cccnc1Cl	-5	-4	2	4	-3	17	0	5.1	-11	105
23	C/C(=C/C#N)Nc1ccc(C)cc1	-4	-4	2	0	-4	-7	2	-2.4	5	93
24	Cc1nn(-c2ccccc2)c2sc(-c3nnc(SCC(=O)O)o3)cc12	4	11	-3	1	-8	5	0	0.3	-3	101
25	O=C(O/N=C(\c1ccccc1)c1ccccn1)c1cccc2ccccc12	9	3	2	-2	-4	-3	3	-1.5	4	100
26	CCCC(=O)Nc1ccc(Cl)c(NC(=S)NC(=O)c2ccco2)c1	-4	4	-1	0	-5	-6	-3	-2.1	7	98
27	CSc1nc2ccc(NC(=O)CS(=O)(=O)c3ccccc3)cc2s1	5	10	2	-5	-3	0	1	1.1	-12	100
28	CC(=O)Nc1ccc(C(=O)NCCc2ccccc2)cc1	5	8	-2	2	-14	-4	0	-1.0	-1	94
29	CC(=O)N1CCN(CC(=O)Nc2ccccc2Sc2ccccc2)CC1	-12	-6	-3	9	-6	0	1	1.1	0	92
30	COc1ccc(-c2n[nH]c(C)c2-c2cnn(-c3ccccc3)c2)c(O)c1C	-18	4	4	12	-4	-4	-3	5.8	-19	100

Overlap with the part before: two compounds, followed by the next part.
nr	Molecule	H9c2 protect	MC4R antagonist	Granule exo inh	HTR2A ag	CaV13 FRET inh	ABHD5 PLIN5 PPI	Glyco luc inh	MC4R barr agon	PDI inh	ABCB6 inh MLPCN
29	CC(=O)N1CCN(CC(=O)Nc2ccccc2Sc2ccccc2)CC1	-12	-6	-3	9	-6	0	1	1.1	0	92
30	COc1ccc(-c2n[nH]c(C)c2-c2cnn(-c3ccccc3)c2)c(O)c1C	-18	4	4	12	-4	-4	-3	5.8	-19	100
31	CC(C)(C)C(=O)Nc1ccc(NC(=O)c2ccco2)nc1	-20	0	-11	0	-5	1	-19	-0.5	-2	95
32	O=C1CC(c2ccccc2)C(c2ccccc2)=NN1 (centres undefined)	-9	10	3	-3	-5	-8	-2	-1.6	-10	96
33	O=C(CNc1cccc(F)c1)N1CCc2ccccc2C1	-1	3	3	-6	-5	7	0	3.5	11	90
34	COc1ccc(-c2csc(-c3ccc(C(=O)O)cc3)n2)cc1	0	3	9	0	-17	12	-4	1.3	-15	103
35	Cc1ccccc1NS(=O)(=O)c1c(C(=O)N2CCCCCC2)c(C)n(C)c1C	-4	18	9	11	-2	2	2	-1.4	0	98
36	C[C@@H](C(=O)Nc1ccc2ccccc2c1)[C@@H]1C[C@@]1(C)[C@@H](N)c1ccccc1	4	-3	-4	-4	-10	2	-5	-2.2	-4	101
37	Cn1c2ccccc2n2c(=O)cc(-c3ccccc3)c(C#N)c12	-6	6	0	-1	-6	0	0	0.2	4	101
38	CCOc1ccc(C(=O)NC(=S)Nc2ccc(N3CCC(C)CC3)cc2)cc1[N+](=O)[O-]	-18	6	0	4	nt	-2	-2	0.4	9	111
39	CCN(CC)S(=O)(=O)c1ccc(NC(=S)Nc2ccccc2)cc1	-10	2	7	-2	-1	8	1	-0.1	-1	99
40	CC(C)(C)SCCNC(=O)CN1C(=O)c2ccccc2S1(=O)=O	3	7	7	4	-3	2	-3	0.1	-1	103

Single values from the list.
Reading for cpd 39 under H9c2 protect: -10
Reading for cpd 32 under PDI inh: -10

Later entries
nr	Molecule	H9c2 protect	MC4R antagonist	Granule exo inh	HTR2A ag	CaV13 FRET inh	ABHD5 PLIN5 PPI	Glyco luc inh	MC4R barr agon	PDI inh	ABCB6 inh MLPCN
41	Cc1cnc(NC(=O)C2=C(O)c3ccccc3S(=O)(=O)N2C)s1	16&-1&-6&10	-4&-2&8&4	4&-3&-1&-4	-4&-4&5&2	-5&-5&-5&-5	-4&-7&4&-4	0&0&-1&0	-1.3&0.4&-0.8&0.0	-1&5&-8&0	103&105&102&105
42	CC(C)C(=O)Nc1nnc(-c2ccccc2)o1	8	-1	-2	6	-7	-1	1	0.9	-9	98
43	CC/C(=N/Nc1ccc(Cl)cc1)c1cnnc(SC)n1	0	-11	0	-2	-7	-3	2	0.7	-8	98
44	CCN(CC)C(=O)CSc1ncnc2c1nnn2-c1ccc(F)cc1	0	10	3	-2	nt	2	-1	0.1	1	108
45	CS(=O)(=O)c1ccc(Cl)c(NC(=O)c2cccc(Br)c2)c1	3	0	1	7	-4	5	1	0.4	-1	92
46	CCc1ccc(OCC(=O)N(C)C)c(Br)c1	-3	8	-8	-1	-6	5	1	-2.2	-5	96
47	Cc1cc(C)n(S(=O)(=O)c2cc(Cl)ccc2Cl)n1	2	-7	0	3	-6	-7	1	-1.1	4	90
48	O=C(CSc1nc(O)c(Cc2ccccc2)c(=O)[nH]1)c1ccccc1	1	2	1	-1	-5	-2	2	-0.6	-4	101
49	CC(C)c1ccc(N2C(=O)CC(NNC(=O)c3ccccc3Cl)C2=O)cc1 (centres undefined)	1	1	5	-1	-19	-4	2	-1.5	0	97
50	C/C(Cn1cnc([N+](=O)[O-])n1)=N\NC(=O)c1ccc(Br)cc1	4	1	-6	-1	-2	0	2	-1.9	0	101
51	CCOC(=O)CCc1c(C)c2ccc(OC3CCCCC3=O)c(C)c2oc1=O (centres undefined)	-1	21	3	-2	-4	-4	0	1.9	0	97
52	O=C(Nc1ccc(Cl)cc1)C1CCN(C(=O)NC2CCCCC2)CC1	-6	12	0	0	-4	-4	1	1.1	-2	104

Compounds as they come (roughly 4.2% active in at least one column).
